Source: PubChem
HepG2 viability = kills HepG2 cells in TGF-b inhibitor counter-screen; HepG2 CAGA-GFP viability, ATP luminescence, 18 h; actives 0.76% (n = 410,000); Potency, µM (series often up to 46.1 µM), for inactives: at the highest dose activity change, negative = cytotoxicity, hits mostly cytotoxic; AID 588856; further: potency means the concentration at half of the fitted maximal effect; some results filed as inactive show a strong effect at the top dose
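HepG2 CAGA-GFP cells (1000/well, DMEM with 1% FBS) received compound, then TGF-beta at 500 pg/mL final, and were incubated 18 hours at 37 degrees C. Viability was read by CellTiter-Glo luminescence. Media-only wells were set as complete cell-killing and DMSO as no toxicity.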
IL-2 act = IL-2 activation; IL-2 activation reporter assay, cell-based qHTS; stimulated with anti-CD3/CD4/CD28 beads; in transgenic mouse T cells; activation, % (series mostly up to about 46 µM); actives 0.065% (n = 360,000); in the data active means activation above about 50%; inconclusive means mostly about 30% to 49%; further: 0% is about no effect
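Using fluorescent plate cytometry, EGFP and DsRed are detected in transgenic mouse T cells stimulated 18 h at 37 degrees C with antibody-coated beads after 60 min compound pretreatment.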
A549 viability = kills or reduces viability of A549 cells in Nrf2 counter-screen | A549 ARE-Fluc cells, CellTiter-Fluor viability, 18-24 h | Potency, µM (series often up to 46 µM), inactives show top-dose activity change, negative = cytotoxicity, usual class: inhibitors | actives 0.16% (n = 390,000) | AID 504648; further: potency means the concentration at half of the fitted maximal effect; on the % scale 0 is the no-effect control and ±100 the full control effect
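A549 ARE-Fluc cells in 5% FBS OPTI-MEM, 5000 cells/well, rested 2 h then exposed to compounds in concentration-response for 18-24 h at 37 °C. Viability by CellTiter-Fluor fluorescence (Ex 405/Em 525) after 30 min; luciferase luminescence (BugLite, 15 min, RT) read afterwards.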
S2 tox = cell viability loss in ATXN counter-screen | S2 cells (HEK-293 line with an ATXN2-luciferase reporter) viability, CellTiter-Fluor protease fluorescence, 24 h | Potency, µM (top dose mostly 56.7 µM), actives largely listed as cytotoxic | actives 0.49% (n = 400,000) | AID 651635; further: potency means the concentration at half of the fitted maximal effect; nearly all actives have a fitted effect of over 40% in size
EPAC2 agonist = EPAC2 (human) agonism | Q8WZA2 | EPAC2 activation, biochemical qHTS; response scale: 100% = 6.5 mM cAMP response | Potency, µM (highest dose often 154 µM), without a hit: top-dose activation, actives largely listed as activators | actives 0.079% (n = 360,000) | AID 720711; further: potency means the concentration at half of the fitted maximal effect; nearly all actives have a fitted effect of over 50% in size
Target sequence (Q8WZA2 whole entry, looked up): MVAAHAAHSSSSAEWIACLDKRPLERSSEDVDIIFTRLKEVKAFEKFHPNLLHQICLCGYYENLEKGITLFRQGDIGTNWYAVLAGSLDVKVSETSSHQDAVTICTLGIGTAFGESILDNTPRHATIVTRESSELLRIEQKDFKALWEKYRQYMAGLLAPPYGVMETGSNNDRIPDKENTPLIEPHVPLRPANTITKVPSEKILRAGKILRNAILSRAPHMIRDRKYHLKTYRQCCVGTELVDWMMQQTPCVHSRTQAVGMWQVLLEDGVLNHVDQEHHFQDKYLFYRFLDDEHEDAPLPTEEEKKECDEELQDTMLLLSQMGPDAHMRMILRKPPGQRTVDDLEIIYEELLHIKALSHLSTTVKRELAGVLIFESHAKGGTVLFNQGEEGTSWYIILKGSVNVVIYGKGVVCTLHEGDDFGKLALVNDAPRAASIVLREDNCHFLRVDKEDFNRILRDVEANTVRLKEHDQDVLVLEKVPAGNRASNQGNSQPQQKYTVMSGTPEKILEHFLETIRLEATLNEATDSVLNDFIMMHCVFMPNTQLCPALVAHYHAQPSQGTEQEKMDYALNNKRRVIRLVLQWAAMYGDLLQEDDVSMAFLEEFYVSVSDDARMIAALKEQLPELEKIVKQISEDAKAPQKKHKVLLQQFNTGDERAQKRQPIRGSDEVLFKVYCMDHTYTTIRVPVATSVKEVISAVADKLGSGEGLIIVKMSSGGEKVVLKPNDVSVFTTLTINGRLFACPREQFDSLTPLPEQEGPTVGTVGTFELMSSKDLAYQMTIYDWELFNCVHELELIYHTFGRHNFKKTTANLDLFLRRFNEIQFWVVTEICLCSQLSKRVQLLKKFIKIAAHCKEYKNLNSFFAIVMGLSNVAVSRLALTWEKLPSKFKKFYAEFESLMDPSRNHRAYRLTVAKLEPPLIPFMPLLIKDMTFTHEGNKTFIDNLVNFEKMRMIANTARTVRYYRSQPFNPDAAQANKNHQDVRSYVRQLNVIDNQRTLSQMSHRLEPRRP
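Compounds were titrated in qHTS against a Rap1B-BODIPY-GDP (250 nM) complex with EPAC2 (100 nM) and GDP (50 uM). BODIPY-GDP release tracked at 480/540 nm over 30 min at room temperature, normalized to 6.5 mM cAMP.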
Nrf2 block = inhibitors of Nrf2 signaling | A549 ARE-Fluc reporter, luciferase luminescence, 18-24 h | Potency, µM (highest dose often 46 µM), inactives show at the highest dose activity change, negative = inhibition, usual class: inhibitors | actives 2.1% (n = 360,000) | AID 504444; further: potency means the concentration at half of the fitted maximal effect; on the % scale 0 is the no-effect control and ±100 the full control effect; nearly all actives have a fitted effect of over 60% in size
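In this cell-based qHTS, ARE-driven firefly luciferase in A549 cells reports Nrf2 activity; the luminescent signal after BugLite lysis is the measured value, with a prior CellTiter-Fluor read for cell health.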
ATXN2 expr inh = reduces ATXN2 reporter expression in HEK-293 cells. HEK-293 ATXN2-luciferase reporter, luminescence, 24 h. Potency, µM (series often up to 57 µM), for the others: at the highest dose activity change, negative = inhibition, most hits filed as inhibitors. AID 1745845. actives 0.72% (n = 360,000); further: potency means the concentration at half of the fitted maximal effect; on the % scale 0 is the no-effect control and ±100 the full control effect; nearly all actives have a fitted effect of over 55% in size
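ATXN2-luciferase reporter cells (luciferase flanked by upstream and downstream ATXN2 gene portions) were treated 24 h at 37 °C with compounds at up to 57 uM. SteadyGlo luminescence gave expression; GF-AFC fluorescence gave viability.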
TGFb inhibitor = TGF-b pathway inhibition. HepG2 CAGA-GFP TGF-b/SMAD3 reporter, GFP fluorescence, 18 h; TGF-beta stimulated, 500 pg/mL final. Potency, µM (titrated, usually from 46.1 µM), for the others: top-dose activity, negative = inhibition, usual class: inhibitors. actives 1.2% (n = 410,000). AID 588855; further: potency means the concentration at half of the fitted maximal effect; on the % scale 0 is the no-effect control and ±100 the full control effect; nearly all actives have a fitted effect of over 65% in size
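TGF-beta reporter screen: HEPG2 CAGA-GFP, 1% FBS, 500 pg/mL TGF-beta final, 18 h; per-cell GFP summed per well; curves fitted and categorized by class.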
Nrf2 ARE act = activates Nrf2 signaling; AREc32 ARE-luciferase reporter (MCF7-derived line), luminescence, 24 h; Potency, µM (titrated, usually from 46.1 µM), for the others: at the top dose activation, actives largely listed as activators; actives 0.31% (n = 410,000); further: potency means the concentration at half of the fitted maximal effect; % of control where 0% means no effect; nearly all actives have a fitted effect of over 65% in size
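Quantitative high-throughput format: AREc32 reporter cells, 1000 per well, received compound by pin transfer and were incubated 24 hr at 37 deg C, 5% CO2, before Steady-Glo luminescence detection.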
Active calls of the source: *; i = inactive; u = inconclusive; x = not tested or not shown; [ ] = another dose, or the depositor's remark. Unless noted, the call rests on the fitted dose curve; in most records, active means well fitted curve in the direction sought with a large enough effect; inconclusive means small, poorly fitted or top-dose-only effect, or another doubt; inactive means no such curve, though single readings can be large; an effect the other way counts as inactive or inconclusive.

SMILES | HepG2 viability | IL-2 act | A549 viability | S2 tox | EPAC2 agonist | Nrf2 block | ATXN2 expr inh | TGFb inhibitor | Nrf2 ARE act
O=C(CCS(=O)(=O)c1ccc(Cl)cc1)NC1CCCC1 | -10% | 0.7 | 2% | i | 10% | 5% | 9% | 2% | -0.1%
CCc1cc(C(=O)N2CCN(c3ccccc3)CC2)no1 | -4% | x | -1% | i | x | 1% | 2% | 0% | -0.9%
Cc1cc(C)c(S(=O)(=O)N2CCCOC2CNC(=O)C(=O)NCCc2c[nH]c3ccccc23)c(C)c1 (stereo not drawn) | -36% | -0.8 | 1% | i | 1% | u | -39% | u | 3.4%
CC1CCCC(NC(=O)Cn2cc3c(n2)CCCCC3)C1C (stereo not drawn) | 1% | -1.3 | -7% | i | 2% | 0% | 8% | -4% | -0.5%
COc1ccc(-c2cc(-c3ccc(C)cc3)n[nH]2)c(O)c1 | -39% | -3.6 | 0% | u | 3% | 11% | x | u | 3.8%
Cc1ccc([N+](=O)[O-])cc1N=C(c1cccc([N+](=O)[O-])c1)N1CCOCC1 | -28% | 1.3 | 3% | i | 13% | -30% | 0% | 0% | 5.6%
Cc1c(C(=O)N(C)C)sc2c1c(=O)n(-c1ccc(F)cc1)c(=O)n2Cc1cc(=O)n2ccccc2n1 | 5% | x | 4% | i | x | x | 4% | -1% | 0.7%
COc1cccc(C(=O)Nc2cccc(OCc3cc(=O)n4cc(C)ccc4n3)c2)c1 | 5% | x | -2% | x | x | x | x | 62%[activator] | -0.8%
COc1ccccc1CNc1cc(C)nc2nc(-c3ccc(C)cc3)nn12 | 1% | x | 9% | i | x | x | 2% | 5% | 0.4%
CC(C)(C)c1ccc(C(=O)Nc2cccc3ncccc23)cc1 | -22% | -0.8 | -1% | u | 5% | u | -7% | -36% | -0.2%
CC(=O)Nc1ccc(S(=O)(=O)N2CCN(CCCOc3cc(C)ccc3C)CC2)cc1 | -37% | -2.0 | -3% | i | 24% | x | -3% | -30% | -0.4%
COc1ccc(Cl)cc1-c1cc(C(=O)NCC2CCCCC2)[nH]n1 | -14% | -0.1 | x | u | 5% | x | -37% | u | 3.1%
c1ccc2cc(OCCOCCOc3ccc4ccccc4c3)ccc2c1 | 0% | 1.1 | -5% | u | 10% | 11% | -31% | -7% | 0.4%
Cc1ccc(S(=O)(=O)N2CCN(c3nc(-c4ccc(CN5CCOCC5)s4)nc4ccccc34)CC2)cc1 | 3% | x | 4% | x | x | -2% | x | 4% | x
COc1ccc2sc(N(Cc3cccnc3)C(=O)c3cccs3)nc2c1 | 2% | x | u | x | x | x | x | -15% | 0.4%
CCCS(=O)(=O)N1CCC(C(=O)N2CCN(C(=O)OCC)CC2)CC1 | 3% | 0.4 | 9% | i | 0% | 2% | 3% | 35%[activator] | -1.3%
CCCCc1nn2c(=O)cc(COC(=O)C3CCCCC3)nc2s1 | -3% | x | 0% | u | x | 0% | -6% | u | -1.1%
CCOC(=O)C1CCN(C2CCN(Cc3nc(-c4ccccc4)no3)CC2)CC1 | -14% | -0.9 | -4% | u | 7% | u | -27% | -26% | -0.3%
COc1ccc2oc(C(=O)Nc3nccs3)c(C)c2c1 | -7% | -0.3 | 4% | i | -6% | u | 11% | 17% | 5.5%
COC(=O)c1c(SCC(=O)Nc2cc(C)cc(C)c2)[nH]c2ccccc2c1=O | 10µM* | x | -6% | i | x | u | u | 13µM* | -1.7%
O=S(=O)(c1ccccc1)N1CCN(Cc2ccccc2C(F)(F)F)CC1 | -12% | -2.3 | -2% | i | 5% | -9% | 3% | -14% | -0.3%
COc1ccc(CCN2C(=O)N(c3ccc(C)cc3)C(=O)C2CC(=O)Nc2ccc(F)cc2)cc1 (stereo not drawn) | -25% | x | 0% | i | x | u | 5% | u | 2.8%
Cc1cc(C)n(-c2nc3c(c(=O)[nH]c(=O)n3C)n2CC(O)c2ccccc2)n1 (stereo not drawn) | 9% | -4.5 | 0% | i | 4% | x | 4% | -3% | -0.3%
CCSc1nc(O)c(C2OC(=O)c3c2ccc(OC)c3OC)c(=O)n1CC (stereo not drawn) | 1% | -1.5 | -1% | i | -2% | 5% | -2% | 3% | 0.0%
CCOc1ccc(N2CC(C(=O)NCc3ccc(C)n3C)CC2=O)cc1 (stereo not drawn) | -1% | 0.9 | -1% | i | 5% | 3% | 6% | 12% | 0.4%
Continued.
SMILES | HepG2 viability | IL-2 act | A549 viability | S2 tox | EPAC2 agonist | Nrf2 block | ATXN2 expr inh | TGFb inhibitor | Nrf2 ARE act
Cc1ccc(C(C(=O)Nc2ccc(C(C)C)cc2)N(C)C(=O)c2ccc(=O)[nH]c2)cc1 (stereo not drawn) | -35% | 5.7 | u | i | 3% | u | -28%[11.3 µM] | -13% | -0.2%
CCCCOC(=O)c1ccc(NC(=O)c2cc3c(=O)n4cccc(C)c4nc3s2)cc1 | 17% | x | 2% | i | x | 4% | 0% | 27% | -0.7%
O=S(=O)(Nc1ccc2cn[nH]c2c1)c1ccc(C(F)(F)F)cc1 | 1% | -0.7 | 7% | i | -1% | -22% | 6% | -1% | 0.5%
O=C(CCc1nnc(Cc2ccc3c(c2)OCO3)o1)NCc1nc2ccccc2s1 | -7% | -1.6 | 9% | i | 3% | -10% | 1% | 3% | 0.8%
CC(=O)Nc1nnc(SCc2ccccc2F)s1 | 2% | -2.1 | -5% | i | -11% | 21% | 50%[activator] | -14% | 0.7%
Cc1ccc2cc(/C=C/C(=O)c3ccco3)c(Cl)nc2c1 | -53% | -2.6 | 2% | i | 4% | u | -8% | u | u
COc1ccc(N2C(=O)CC3(CCCC3)CC2=O)cc1 | 6% | -4.4 | 2% | i | 15% | 0% | -3% | 18% | -0.1%
COc1ccc(CN2CCn3nc(C(=O)NC(C)C)cc3C2=O)cc1 | 10% | 0.4 | 1% | i | 6% | -13% | 0% | 0% | 0.7%
C[C@H]1CN([C@@H](C)CO)C(=O)CCCn2cc(nn2)CO[C@@H]1CN(C)C(=O)Nc1ccccc1C(F)(F)F | 0% | -2.6 | x | i | 3% | x | 1% | 12% | 0.2%
CC(C)(O)C(=O)NN(Cc1ccccc1)c1ccccc1 | 16% | -3.8 | -2% | i | -2% | 7% | -2%[11.3 µM] | -13% | -0.6%
CCn1c(SCC(=O)NC2CCCCC2)nnc1-c1cccs1 | 2% | -3.0 | 2% | i | 6% | 17% | -11% | -9% | -0.5%
COc1ccc(CN2CCN(C(=O)CCC(=O)c3ccc(C)s3)CC2)cc1OC | -1% | -2.2 | 7% | u | -3% | 6% | 10% | -8% | -0.4%
Cc1nc(NCc2ccccc2)c2cc[nH]c2n1 | -22% | -1.7 | 2% | i | 1% | u | x | -12% | -0.5%
Cc1onc(-c2ccccc2)c1CNC(=O)CN1C(=O)c2ccccc2C1=O | -38% | 0.4 | u | i | 16% | 0% | x | -19% | -1.7%
Cc1ccc(Cc2cn3cc(-c4ccccc4)nc3s2)cc1 | -7% | x | -3% | i | x | u | 6% | -3% | -1.9%
O=C(NN1CCOCC1)c1ccc(Cl)s1 | 16% | 0.1 | -1% | i | 5% | 8% | 3% | 8% | 0.1%
C=C1CCN(C(Cc2ccccc2)C(=O)NCc2ccc(Cl)c(Cl)c2)S(=O)(=O)c2ccccc21 (stereo not drawn) | -28% | x | 8% | x | x | -26% | x | u | x
COC(=O)c1ccc(Cn2c(=O)cc(C(F)(F)F)c3c(C)nn(C)c32)cc1 | 0% | x | 0% | i | x | -11% | -10% | 23% | -0.4%
COc1cc(C(C(=O)NC2CCCCC2)N(C(=O)c2snc(C(N)=O)c2N)c2ccc(C)cc2)ccc1O (stereo not drawn) | 1% | -3.4 | -21% | i | -10% | u | -16% | 3% | 3.5%
Cc1coc2cc3oc(=O)c(CCC(=O)NCCCN4CCCC4=O)c(C)c3cc12 | -26% | -0.9 | -5% | i | 6% | -13% | 6% | -14% | -0.8%
O=C(OCC(=O)N1CCC(c2ccccc2)=N1)c1ccc([N+](=O)[O-])s1 | -20% | -1.2 | u | i | 8% | 23µM* | -17% | u | 13%
Cc1nc2cc(CO)ccc2n1C | 11% | 1.0 | -17% | u | -10% | -7% | -4% | -5% | -0.4%
Cc1occc1-c1nnc(SCC(=O)Nc2ccccc2)n1CCc1ccccc1 | -16% | -2.3 | -2% | i | 5% | 14% | 0% | -12% | -0.2%
COc1ccc(C(c2nnnn2Cc2ccccc2)N2CCN(c3ccccc3)CC2)cc1 (stereo not drawn) | 2% | 0.6 | -16% | u | 14% | -14% | -3% | -2% | 0.2%
CC(C)N1C(=O)c2ccccc2C1C(=O)NC1CCCCCC1 (stereo not drawn) | -16% | 2.1 | -2% | i | -4% | u | -18% | 1% | 0.0%
C/C(=N\NC(=O)c1nnn(-c2nonc2N)c1CSc1ccc(Cl)cc1)c1ccco1 | -7% | 0.0 | 6% | i | -1% | -10% | 0% | -13% | 2.2%

Taken from the results shown, 5 compounds:
SMILES | HepG2 viability | IL-2 act | A549 viability | S2 tox | EPAC2 agonist | Nrf2 block | ATXN2 expr inh | TGFb inhibitor | Nrf2 ARE act
Cc1ccc(C(C(=O)Nc2ccc(C(C)C)cc2)N(C)C(=O)c2ccc(=O)[nH]c2)cc1 (stereo not drawn) | -35% | 5.7 | u | i | 3% | u | -28%[11.3 µM] | -13% | -0.2%
CCCCOC(=O)c1ccc(NC(=O)c2cc3c(=O)n4cccc(C)c4nc3s2)cc1 | 17% | x | 2% | i | x | 4% | 0% | 27% | -0.7%
O=S(=O)(Nc1ccc2cn[nH]c2c1)c1ccc(C(F)(F)F)cc1 | 1% | -0.7 | 7% | i | -1% | -22% | 6% | -1% | 0.5%
O=C(CCc1nnc(Cc2ccc3c(c2)OCO3)o1)NCc1nc2ccccc2s1 | -7% | -1.6 | 9% | i | 3% | -10% | 1% | 3% | 0.8%
CC(=O)Nc1nnc(SCc2ccccc2F)s1 | 2% | -2.1 | -5% | i | -11% | 21% | 50%[activator] | -14% | 0.7%
